# From PubChem BioAssay
# Peg3 imprint: induces erasure of genomic imprints in mouse ES cells; actives 0.02% (n = 110,000); mouse ES Peg3-LacZ reporter, beta-gal luminescence, 40 h; Potency, µM (top dose mostly 60.7 µM), without a hit: top-dose activity change, positive = activation, actives largely listed as activators;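 also: 0% = negative control wells on the plate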
#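 Readout: BetaGlo luminescence (5 min, room temp) for LacZ from the normally silent maternal Peg3 allele in female Peg3LacZ-Neo ES cells. Cells 300/well, 40 h, 37C, 5% CO2. Data normalized per plate to negative controls.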
# IkB signaling: IkB pathway inhibition in ABC-DLBCL cells; actives 0.04% (n = 110,000); ABC-DLBCL IkBa-CBG/CBR dual luciferase ratio, 4 h; response scale: scaled: untreated 0%, proteasome inhibitor 100%; AID 445; Potency, µM (highest dose often 57.1 µM), for inactives: at the highest dose IkBa stabilization activation; active = well fitted curve in the direction sought with a large enough effect in the signal ratio, not every such curve was filed as active; inconclusive = small, poorly fitted or top-dose-only effect, or a change in a side signal; the % refers to the signal ratio;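 also: the direction sought is a rising ratio; 0% = basal untreated cells and 100% = reference inhibitor full response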
#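 Curves were fitted separately to fusion (green), unfused (red) and ratio luminescence, then classed by r2, magnitude and activity. Cells: OCI-Ly3, 4 h compound plus doxycycline at 37C; 10 uM MG-132 defined full response.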
# p53ts 32C kill: cytotoxicity in p53ts cells at permissive temperature; actives 0.93% (n = 130,000); H1299-p53A138V at 32C, ATP luminescence viability, 24 h; AID 924; Potency, µM (titrated, usually from 46.1 µM), for the others: at the highest dose activity change, negative = cytotoxicity, actives largely listed as cytotoxic;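 also: 0% = DMSO and -100% = full killing by reference compound; nearly all actives have a fitted effect of over 55% in size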
#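 H1299-p53 A138V cells (temperature-sensitive p53) exposed 24 h to up to 46 uM compound at 32C, where p53 is wild-type in conformation. Viability read as ATP luminescence and normalised to DMSO and 100 uM tamoxifen. AC50 fitted with the Hill equation.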
# p53ts 39C tox: cytotoxicity in p53ts cells at nonpermissive temperature; H1299-p53A138V viability at 39C, ATP luminescence, 24 h; actives 1.5% (n = 130,000); Potency, µM (doses to about 46.1 µM), for the others: at the top dose activity change, negative = cell killing, hits mostly cytotoxic; also: nearly all actives have a fitted effect of over 55% in size
# Active calls of the source: *; ? = inconclusive; / = no result given; [ ] = dose if it differs, or a comment. Unless noted, calls follow the shape of the dose curve; as a rule, active = well fitted curve in the direction sought with a large enough effect; inconclusive = small, poorly fitted or top-dose-only effect, or another doubt; inactive = no such curve, though single readings can be large; an effect the other way counts as inactive or inconclusive. Unless noted, % is scaled to controls: 0 for no effect and ±100 for the full control effect; potency is read from the fitted curve at half-maximal effect. Rows were taken by chance; any-hit rate near 1.8%.
SMILES,Peg3 imprint,IkB signaling,p53ts 32C kill,p53ts 39C tox
CCCCn1c(-c2ccccc2)nc2c(=O)n(C)c(=O)[nH]c21,-0.5%,1.4%,3.5%,5.9%
Cc1ccc(-c2nnn3c2nc(NCC(C)c2ccccc2)c2ccccc23)cc1 (stereo not drawn),-20.1%[10.9 µM],?,?,?
COC(=O)c1[nH]c2cccc(OC)c2c1NC(=O)CCN1CCC(C(N)=O)CC1,-1.2%,2.1%,0.9%,12.3%
Cc1cccc(-n2c(C)nc3cc(C(=O)NCCC4=CCCCC4)ccc32)c1,11.9%[10.9 µM],?,21.1%,?
O=C(/C=N\O)NCCCNCc1ccccc1,-1.7%,2.9%,0.9%,10.3%
O=C(Nc1c(F)cc(F)cc1Br)c1ccco1,13.6%,0.9%,7.6%,2.1%
O=C1[C@H]2[C@H]3[C@H](O)[C@H](O)C/C(=N/OC[C@@H](O)COCc4ccco4)[C@@H]3CC[C@@H]2C(=O)N1c1cccc(Oc2ccccc2)c1,/,/,12.2%[9.22 µM],-4.1%[9.22 µM]
COc1cccc(-c2cn3c(n2)sc2cc(C(=O)NCCc4ccc(OC)c(OC)c4)ccc23)c1,-14.9%[10.9 µM],3.7%,-10.4%,4.2%
NC(=O)/N=N/C(N)=O,-25.2%,0.1%,0.7%[1.84 µM],2.4%
Cc1ccc(NC(=O)c2ccc3c(c2)N(CC(=O)N2CCCCC2)C(=O)C(C)(C)O3)cc1,-7.7%,-0.3%,-5.9%,5.5%
COc1ccc(CNC(=O)CN(CC2CCCO2)C(=O)CNS(=O)(=O)c2ccc(F)cc2)cc1 (stereo not drawn),-5.1%,3.1%,-0.5%,-6.0%
CCOC(=O)c1oc2c(c1C)-c1nn(Cc3ccc(Cl)cc3)cc1CC2,-8.5%[10.9 µM],?,3.2%,-16.0%
CC(C)C(NS(=O)(=O)c1cccc2cccnc12)C(=O)Nc1ccc(OC(F)(F)F)cc1 (stereo not drawn),-18.8%[10.9 µM],?,18.4%,-15.3%
COc1ccccc1NC(=O)C1=C(C)Nc2nc(CCCO)nn2C1c1cccnc1 (stereo not drawn),-13.4%,4.1%,-1.5%,4.1%
C#CCOC(=O)CCC(=O)NCCc1ccccc1,-10.6%,-0.2%,3.1%,-2.0%
CCc1cccc(NC(=O)C(Cc2ccccc2)n2cccc2)c1 (stereo not drawn),-7.5%[10.9 µM],?,1.5%,?
Cc1ccc(-n2c(=O)c3c(cnn3C)n(CC(=O)Nc3cccc(C)c3)c2=O)cc1,23.0%[10.9 µM],?,-4.7%,15.0%
Cn1c(/C(C#N)=C(\O)CN2CCN(Cc3ccccc3)CC2)nc2ccccc21,-19.5%,1.7%,-3.8%,-4.2%
ON1C(c2ccccc2)CC2(O)c3nonc3CCC12 (stereo not drawn),6.5%,0.3%,18.4%,-17.9%
Cn1c(=O)c2c(SCC(=O)N3CCc4ccccc43)nc(-c3ccccc3Cl)nc2n(C)c1=O,1.8%[10.9 µM],-0.1%,1.2%,-12.5%

# An excerpt of these results, with tabs.
SMILES	Peg3 imprint	IkB signaling	p53ts 32C kill	p53ts 39C tox
Cc1ccc(-n2c(=O)c3c(cnn3C)n(CC(=O)Nc3cccc(C)c3)c2=O)cc1	23.0%[10.9 µM]	?	-4.7%	15.0%
Cn1c(/C(C#N)=C(\O)CN2CCN(Cc3ccccc3)CC2)nc2ccccc21	-19.5%	1.7%	-3.8%	-4.2%
ON1C(c2ccccc2)CC2(O)c3nonc3CCC12 (stereo not drawn)	6.5%	0.3%	18.4%	-17.9%

# (listing goes on)
SMILES,Peg3 imprint,IkB signaling,p53ts 32C kill,p53ts 39C tox
O=C(Cn1nnc(-c2ccc(CN3CCOCC3)cc2)n1)Nc1nc(-c2ccccc2)cs1,-12.6%,?,3.1%,-10.0%
CCOC(=O)c1c(NC(=O)c2ccc(C)cc2)sc2c1CCCCC2,-6.0%[10.9 µM],12.7%,3.5%,11.3%
Fc1ccc(-n2ncc3c(NCCCn4ccnc4)ncnc32)cc1,-16.1%[10.9 µM],-0.9%,-8.5%,?
COc1ccccc1OCc1csc(NC(=O)c2ccco2)n1,-27.9%,?,-2.1%,-7.9%
CCc1nc(N[C@@H](Cc2c[nH]c3ccccc23)C(=O)O)c2oc3ccccc3c2n1,-67.2%[inhibitor],10.2%,-15.6%,-14.8%
COc1cccc(OCCSc2nc3ccccc3n2CC(=O)N2CCOCC2)c1,-21.9%[10.9 µM],1.3%,3.4%,-15.0%
COCCn1c(SCC(=O)N2CCCc3ccccc32)nc2cccnc21,-10.3%,1.3%,6.6%,-3.2%
Cc1nn(-c2ccc(F)cc2F)c2c1-c1nc(N3CCCC3)ncc1CC2,-18.5%,0.2%,-19.1%,-2.9%
CCOc1ccc(NC(=O)C(C)Sc2nnc3cc(C)c4ccccc4n23)cc1 (stereo not drawn),-12.9%[10.9 µM],?,8.9%,7.7%
COc1cccc(N2CC(NC(=O)/C=C\c3ccccc3)CC2=O)c1 (stereo not drawn),?,0.0%,-6.8%,-0.9%
O=C(COC(=O)c1ccccc1NC(=O)c1ccco1)NCc1ccc2c(c1)OCO2,-6.7%,-0.1%,-7.3%,-10.9%
O=C1COc2ccc(-c3csc(NCC4CCCO4)n3)cc2N1 (stereo not drawn),-5.7%,0.4%,-0.2%,-4.1%
COC(=O)c1sccc1NC(=O)C1CC2CCC1C2 (stereo not drawn),-4.7%,2.0%,1.1%,-7.8%
CC(=O)c1ccc(NC(=O)COC(=O)c2ccccc2N=Nc2ccc(N(C)C)cc2)cc1,/,/,-26.3%,?
CCOc1ccccc1CNC(=O)CN(c1ccc(C)cc1)S(=O)(=O)N(C)C,-18.6%[10.9 µM],-1.5%,4.0%,-13.8%
N#CCC(=O)NCC1(c2ccccc2)CCCC1,?,1.3%,2.7%,14.9%
COc1ccccc1C(=O)Nc1ccccc1OCc1cc(=O)n2cc(C)sc2n1,-12.2%[10.9 µM],-2.1%,5.8%,6.9%
COc1ccc(S(=O)(=O)NCc2ccc3c(c2)CCN3C(C)=O)cc1OC,-10.1%[10.9 µM],-0.4%,0.7%,2.5%
COC(=O)CSC1=C(C#N)C(c2ccsc2)CC(=O)N1 (stereo not drawn),/,/,?,17.0%
O=C(CCN1C(=O)COc2ccccc21)NCCC1=CCCCC1,-12.0%,2.0%,2.0%,7.4%
CC(NC(=O)Cc1cccs1)c1ccc2c(c1)OCO2 (stereo not drawn),9.1%,1.9%,1.1%,7.9%
CN1C(=O)Cc2cc(S(=O)(=O)CCC(=O)N3CCN(c4cccc(Cl)c4)CC3)ccc21,-12.3%[10.9 µM],2.9%,11.5%,-13.2%
N=C(N)SCCc1ccc(OCc2ccc([N+](=O)[O-])cc2)cc1,-30.6%[inhibitor],?,?,-12.1%
OCCSc1nnc(Nc2ccccc2)s1,-56.1%[inhibitor],2.4%,-23.4%,?
CSCC[C@H](NC(=O)OC(C)(C)C)C(=O)N1CCC(C(=O)N[C@H](C(=O)O)C(C)C)CC1,8.3%,1.4%,3.2%,9.9%
Cc1cc(C)c(-c2csc(-c3cc4ccccc4oc3=O)n2)cc1C,-1.7%[10.9 µM],0.4%,4.4%,16.8%
CCCCc1nnc(NC(=O)CSc2nc(=O)cc(N)n2-c2ccccc2)s1,-25.8%,?,13.5%,8.4%
O=C(NCCO)c1ccc2c(c1)S(=O)(=O)c1ccccc1C2=O,-6.9%,-0.3%,-0.6%,1.9%
COc1ccc(S(=O)(=O)N2CCC(C(=O)Nc3c(F)cccc3F)CC2)cc1,4.9%,0.2%,-1.5%,6.0%
COc1ccccc1C(=O)N(Cc1ccco1)C1CCS(=O)(=O)C1 (stereo not drawn),-6.2%,2.8%,7.0%,10.4%
Cc1cccc(C(=O)N2CCN(C(=O)c3cccc(C)c3)C(C)C2)c1 (stereo not drawn),-8.0%,-1.4%,6.8%,4.5%
Cc1noc(/C=C/N(C)C)c1S(=O)(=O)N1CCCC(C(=O)Nc2cccc(F)c2)C1 (stereo not drawn),-8.6%[10.9 µM],1.4%,13.1%,-0.6%
COc1ccc(CNc2nc(-c3cccc(NS(C)(=O)=O)c3)nc3ccccc23)c(OC)c1,-19.5%,-3.2%[11.4 µM],1.4%,-19.2%
Cc1cc(=O)[nH]c(SCc2cc(=O)n3nc(C)sc3n2)n1,-4.2%,-1.7%,0.0%,12.5%
CCC(C(=O)Nc1nccs1)c1ccccc1 (stereo not drawn),-3.1%,2.9%,-0.9%,5.8%
Cc1ccc(CCNC(=O)c2cc(C)nc3c2c(C)nn3-c2ccc(C)cc2)cc1,-4.6%[10.9 µM],-2.6%,0.2%,12.9%
COc1cccc(CNC(=O)C2CCN(c3nnc(-n4c(C)ccc4C)s3)CC2)c1,12.0%[10.9 µM],2.7%,-0.6%,-17.8%
O=C(Nc1nc2cc3c(cc2s1)OCCO3)c1cccc(S(=O)(=O)N2CCOCC2)c1,-8.7%,?,6.2%,-0.5%
COC(=O)c1cccc(NC(=O)c2nsc3ccccc23)c1,-74.2%[inhibitor][10.9 µM],6.2%,2.51µM*,6.31µM*
COc1ccccc1N1CCN(C(=O)COc2ccc(C)cc2Br)CC1,-13.0%,0.6%,-1.6%,-1.8%

# Random excerpt: 5 records from the list, in no set order.
SMILES,Peg3 imprint,IkB signaling,p53ts 32C kill,p53ts 39C tox
OCCSc1nnc(Nc2ccccc2)s1,-56.1%[inhibitor],2.4%,-23.4%,?
O=C(Nc1nc2cc3c(cc2s1)OCCO3)c1cccc(S(=O)(=O)N2CCOCC2)c1,-8.7%,?,6.2%,-0.5%
COc1ccccc1C(=O)N(Cc1ccco1)C1CCS(=O)(=O)C1 (stereo not drawn),-6.2%,2.8%,7.0%,10.4%
COC(=O)c1cccc(NC(=O)c2nsc3ccccc23)c1,-74.2%[inhibitor][10.9 µM],6.2%,2.51µM*,6.31µM*
N=C(N)SCCc1ccc(OCc2ccc([N+](=O)[O-])cc2)cc1,-30.6%[inhibitor],?,?,-12.1%

# Next compounds.
SMILES,Peg3 imprint,IkB signaling,p53ts 32C kill,p53ts 39C tox
Cn1nnnc1SCc1nc2ccccc2[nH]1,-53.2%[inhibitor],0.4%,5.1%,-2.2%
CCOC(=O)c1ccc(NC(=O)C(CC)Sc2nc3ncccc3o2)cc1 (stereo not drawn),-16.8%[10.9 µM],-1.5%,-0.7%,?
COC(=O)c1ccc(-c2ccco2)n1Cc1nc(-c2ccc(OC)c(OC)c2)oc1C,/,/,4.8%,8.9%
COC1C[C@@H](O[C@@H]2C(C)C(=O)OC(C)C(C)[C@H](OC(C)=O)C(C)C(=O)[C@@]3(CO3)CC(C)C(OC3OC(C)CC(N(C)C)[C@H]3OC(C)=O)C2C)OC(C)[C@@H]1OC(C)=O (stereo partly drawn),-4.2%,/,-11.9%,-10.9%
Cc1cc(NC(=O)NC(=O)c2ccc(F)cc2F)n[nH]1,-57.1%[inhibitor],?,?,?
O=S(=O)(NCCNC/C=C\c1ccc(Br)cc1)c1cccc2cnccc12,/,-3.6%,?,15.8µM*
Cc1ccc(CNC(=O)C2CCN(S(=O)(=O)c3ccc(F)cc3)CC2)cc1,-4.2%[10.9 µM],3.4%,3.1%,13.3%
COc1ccc(CCNC(=O)C2CCN(c3nc4ccccc4nc3C(F)(F)F)CC2)c(OC)c1,-5.4%[10.9 µM],-0.1%,-0.7%,3.9%
Cc1ccc(S(=O)(=O)Nc2cc(NC(=O)CN3CCOCC3)ccc2Cl)cc1,-7.1%,1.8%,10.6%,5.3%
COc1ccc(C=Nc2c(O)ccc3ccccc23)cc1OC,28.3%[10.9 µM],0.0%[11.4 µM],-7.8%[9.22 µM],-9.7%[9.22 µM]
COc1ccc(Cl)cc1NC(=O)Cn1nnc(C(=O)NCc2cccs2)c1N,-16.7%[10.9 µM],-2.7%,?,?
C=CCN1C(=O)C2(c3ccccc31)C1CCCC=C1C(C#N)=C(N)C2(C#N)C#N (stereo not drawn),-5.5%,3.4%,3.1%,-7.7%
COc1ccc(Nc2nnc(-c3cc4cc(Cl)ccc4oc3=O)s2)cc1,-10.5%[10.9 µM],-0.8%,-3.8%,3.3%
O=C(Nc1cccc2c1CCCC2)c1ccncc1,/,/,-13.0%,2.3%
O=C(CSc1nc(-c2ccccc2)cs1)NCc1ccco1,?,-3.3%,10.5%,9.7%
